Assay outcomes from PubChem.
KKLEB cytotox: CF airway cell cytotoxicity counter-screen | KKLEB CF airway cells viability, ATPlite luminescence, overnight; hits give low values; cells stimulated with P. aeruginosa culture filtrate | activity change (cytotoxicity), % at 5 µM | actives 0.36% (n = 360,000) | AID 602141;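 active means corrected activity change at or below -50% at 5 µM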
TROY signal inh: blocks TROY-dependent signaling in reporter cells; Q293 LMP1-TROYcd NF-kB luciferase reporter, 4 h; AID 1347056; actives 0.98% (n = 360,000); inhibition, % at 10 µM;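 active means compounds whose plate-normalised and pattern-corrected inhibition of the luciferase reporter signal at the single screening dose is 50% or more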
NR2F2 inh: inhibitors of human COUP-TFII (NR2F2). P24468. HEK293T NGFI-A luciferase reporter, luminescence. inhibition, % at 8.6 µM. actives 0.7% (n = 370,000). AID 686940;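 active means inhibition above a per-plate cutoff, mean inhibition of test wells between control levels plus 3 SD, cut at about 38% in these data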;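 further: cells cotransfected with COUP-TFII expression vector driving the NGFI-A reporter; 0% = median of COUP-TF2 test wells and 100% = reporter-only cells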
Target sequence (P24468 whole entry, looked up): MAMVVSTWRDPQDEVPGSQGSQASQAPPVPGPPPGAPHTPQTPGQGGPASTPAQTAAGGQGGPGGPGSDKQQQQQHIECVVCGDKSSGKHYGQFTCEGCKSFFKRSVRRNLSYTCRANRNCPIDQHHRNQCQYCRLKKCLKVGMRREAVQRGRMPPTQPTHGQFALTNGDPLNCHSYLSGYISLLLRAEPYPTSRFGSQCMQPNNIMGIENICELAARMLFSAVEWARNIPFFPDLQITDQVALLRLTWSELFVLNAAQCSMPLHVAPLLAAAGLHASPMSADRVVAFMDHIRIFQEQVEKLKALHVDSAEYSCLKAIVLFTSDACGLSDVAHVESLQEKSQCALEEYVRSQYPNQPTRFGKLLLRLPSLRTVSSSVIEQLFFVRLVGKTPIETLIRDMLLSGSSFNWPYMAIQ
SRC2 inh: inhibits human steroid receptor coactivator 2; actives 0.17% (n = 370,000); Q15596; AID 651957; inhibition, % at 9 µM; HEK293 GAL4-SRC2 luciferase reporter, luminescence;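 active means inhibition above the mean inhibition of all tested compounds plus 3 SD, set per campaign, cut at about 52% in these data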;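 further: 0% = DMSO treated cells and 100% = cells given Gossypol at 36 µM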
NR5A2 inv ag: NR5A2 inverse agonism in reporter assay; HEK293T StAR-luciferase reporter, LRH-1 transfected, 24 h; O00482; inhibition, % at 3.6 µM; actives 0.13% (n = 360,000);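 active means inhibition above the mean inhibition of all tested compounds plus 3 SD, cut at about 73% in these data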;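 further: 0% = DMSO wells and 100% = reporter-only cells lacking LRH-1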
Target sequence (O00482 whole entry, looked up): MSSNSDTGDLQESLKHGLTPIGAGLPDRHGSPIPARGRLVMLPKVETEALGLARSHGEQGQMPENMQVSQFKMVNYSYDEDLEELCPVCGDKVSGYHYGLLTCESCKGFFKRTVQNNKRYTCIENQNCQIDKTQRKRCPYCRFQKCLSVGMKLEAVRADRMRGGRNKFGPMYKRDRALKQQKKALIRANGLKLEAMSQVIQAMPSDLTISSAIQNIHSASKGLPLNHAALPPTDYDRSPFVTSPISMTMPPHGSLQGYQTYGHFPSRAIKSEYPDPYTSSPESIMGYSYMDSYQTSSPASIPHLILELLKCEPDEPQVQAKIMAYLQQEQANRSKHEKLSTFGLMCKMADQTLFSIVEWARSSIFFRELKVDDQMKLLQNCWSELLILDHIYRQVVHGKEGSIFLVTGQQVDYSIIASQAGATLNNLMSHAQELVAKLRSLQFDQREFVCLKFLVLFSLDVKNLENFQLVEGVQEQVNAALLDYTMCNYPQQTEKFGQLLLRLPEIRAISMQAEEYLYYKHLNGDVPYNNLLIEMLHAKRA
CF NFkB block: blocks PAF-induced NF-kB reporter in cystic fibrosis cells; KKLEB NF-kB-GFP reporter, GFP fluorescence overnight; inhibition, % at 5 µM; actives 0.86% (n = 360,000);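 active means at least 50% inhibition at 5 µM, scaled per plate between neutral and stimulator controls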;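 further: PAF is a Pseudomonas aeruginosa culture filtrate used as stimulus; plate controls were PAF-stimulated DMSO wells for no effect and unstimulated DMSO wells for full effect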
TWEAK-Fn14 inh: blocks TWEAK-Fn14 interaction in a reporter cell assay; TWEAK-stimulated Fn14 reporter cells, luciferase luminescence, 8 h; actives 2% (n = 360,000); inhibition, % at 10 µM; in the data active means inhibition above about 50%
NCOA1 inh: inhibits human SRC1 coactivator | HEK293 GAL4-SRC1 luciferase reporter, luminescence | inhibition, % at 3.6 µM | actives 0.12% (n = 360,000) | AID 588354;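 active means inhibition above the campaign mean plus 3 SD, with each screening campaign given its own cutoff, cut at about 60% in these data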;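 further: 0% = DMSO treated cells and 100% = gossypol at 36 µM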
LMP1 NFkB inh: inhibitors of Epstein-Barr LMP1-induced NF-kappaB reporter | AID 504558 | LMP1-induced NF-kappaB luciferase reporter cells, luminescence | inhibition, % at 12.5 µM | actives 0.69% (n = 350,000); in the data active means inhibition above about 41%;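 further: 0% = neutral control wells and 100% = reference inhibitor control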
C8 TRAIL sens: caspase-8 TRAIL sensitization; NB7+C8 cells + TRAIL, ATPlite viability luminescence; inhibition (viability loss, TRAIL sensitization), % at 10 µM; actives 1% (n = 360,000); AID 624354;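 active means compounds causing at least 50% loss of cell viability in the single-dose screen, relative to plate controls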
NCOA3 inh: inhibits human SRC3 coactivator; Q9Y6Q9; HEK293 GAL4-SRC3 luciferase reporter, luminescence; inhibition, % at 3.6 µM; actives 0.17% (n = 360,000); AID 588352;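 active means inhibition above a per-campaign cutoff, the mean of all compounds plus 3 SD, cut at about 60% in these data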;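 further: 0% = DMSO-treated cells and 100% = gossypol-treated cells at 36 µM; higher means less SRC3-driven luciferase light from the GAL4 reporter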
* hit, by the source's call; . = not tested or not shown.

SMILES	KKLEB cytotox	TROY signal inh	NR2F2 inh	SRC2 inh	NR5A2 inv ag	CF NFkB block	TWEAK-Fn14 inh	NCOA1 inh	LMP1 NFkB inh	C8 TRAIL sens	NCOA3 inh
CCOc1cc(/C=N/NC(=O)Cn2nc([N+](=O)[O-])cc2C)cc(Br)c1OCc1ccccc1F	-20	14	-4	-6	1	6	-9	-4	-2	-4	-3
CCCCN(C)C(=O)c1cc2cc3ccc(OC)cc3nc2s1	-38	25	-21	-44	-124	-2	74*	-112	-9	68*	-98
CCOc1ccc(NC(=O)C(C)Oc2ccc(C#N)cc2)cc1S(=O)(=O)N1CCCC1 (stereo unspecified)	6	-25	16	-7	17	18	-14	3	3	-5	4
CNC(=S)NCc1ccc(Cl)cc1	0	2	-12	11	-33	6	-12	5	1	5	11
COc1ccc(-c2oc3ncnc(NCCCN(C)C)c3c2-c2ccc(OC)cc2)cc1	-20	-29	-14	-13	4	21	-33	11	-9	26	-18
Clc1ccccc1/C=N/c1cc(-c2ccccc2)nn1-c1ccccc1	-2	-56	-52	-37	-47	-14	-2	-53	-14	5	-47
CCCCN(CC)CCNC(=O)C1CCN(S(=O)(=O)c2cccc3nsnc23)CC1	-10	-19	0	-3	-2	19	9	-22	-1	3	21
O=[N+]([O-])c1ccccc1S(=O)(=O)N1CCN(Cc2cc3c(cc2O)OCO3)CC1	11	14	-5	-3	22	-6	-22	-19	3	-11	-3
CCC(c1nnnn1C(C)(C)C)N1CCN(C/C=C/c2ccccc2)CC1 (stereo unspecified)	-15	-5	4	-2	-2	11	7	9	.	-8	18
O=C(O)c1ccc(-n2nc(-c3ccccc3)c3ccccc3c2=O)cc1	-7	-15	13	8	3	4	-5	-5	-3	3	1
Fc1ccc(C(c2nnnn2C2CCCC2)N2CCN(Cc3ccccc3)CC2)cc1 (stereo unspecified)	-7	-31	1	-17	-3	12	12	18	2	5	23
C[C@]12c3[nH]c4ccccc4c3CCN1C(=O)C(CC(=O)NCCC1=CCCCC1)C[C@@H]2C(=O)N1CCCCC1 (stereo partly specified)	14	-9	7	5	4	8	5	8	-11	1	-29
COc1cccc(OC)c1CN1CCCC(C(=O)c2ccccc2SC)C1 (stereo unspecified)	-15	17	4	1	1	28	13	11	29	10	21
CN=C1SC(CC(=O)Nc2ccc(C(=O)O)cc2)C(=O)N1C (stereo unspecified)	-6	0	7	-11	9	8	-5	-6	13	-4	0
CCOC(=O)c1ccc(COC(=O)c2ccc3c(c2)-c2ccccc2C3=O)cc1	12	-16	-10	7	4	-12	-1	-11	-6	-12	5
COc1ccccc1N1CCN(C(=O)CCC(=O)Nc2nnc(CC(C)C)s2)CC1	15	10	-14	8	13	-1	5	8	1	5	21
CCOc1ccc(C(=O)OCC(=O)Nc2cc(S(=O)(=O)N3CCOCC3)ccc2N2CCOCC2)cc1	5	9	18	-18	16	4	-12	1	-3	-6	-2
Cc1ccsc1CNn1cnnc1SCc1ccc(Cl)cc1	7	3	8	-16	-21	-17	18	12	-9	4	5
O=C(Cc1ccc(Cl)cc1Cl)OCC(=O)c1ccc[nH]1	-2	-48	0	-8	-15	-2	-14	0	8	-14	1
O=C(CSc1nc(N2CCOCC2)nc(N2CCOCC2)n1)Nc1ccc(Cl)cc1Cl	1	3	3	0	0	-30	0	-144	-2	13	-8
CC(=O)NCC(=O)NC(C(=O)Nc1ccc2c(c1)OCCO2)c1ccc(C)cc1 (stereo unspecified)	7	32	-3	-26	-19	-6	10	-2	-1	6	-22
CN(C(N)=S)c1ccccc1	-6	2	12	-5	16	4	-12	-7	4	-3	11
O=C(NCc1nnc(SCC(=O)N2CCN(c3ccccc3)CC2)o1)c1ccc(F)cc1	8	4	-33	6	-14	-28	7	-13	1	1	3
CCCn1c(N)c(C(=O)CSc2nnc(-c3c[nH]c4ccccc34)n2C2CC2)c(=O)[nH]c1=O	24	-11	1	9	5	-10	2	-37	-6	-8	-20
COc1cc(OC)cc(C(=O)OCC(=O)NC2CCCCCCC2)c1	-4	-1	5	-4	-11	-13	-1	6	-1	1	8
Cc1ccc(NC(=O)CN2CCN(S(=O)(=O)c3ccc(F)cc3)CC2)cc1C	0	-10	2	-13	-14	-8	6	6	-6	13	7
CC(C)OC(=O)c1c(NS(=O)(=O)c2ccccc2)sc2c1CCCC2	-5	-15	5	20	4	17	9	-5	1	12	-1
CN(C)S(=O)(=O)c1cccc(-c2csc(N/N=C/c3ccco3)n2)c1	-2	15	-9	-4	-24	-33	0	-81	-14	3	-5
CCOc1ccc(CN2CCN(CCCn3cccn3)CC2CCO)cc1 (stereo unspecified)	-3	16	-3	3	-9	12	-12	5	-19	-12	17
CCCOc1ccc(C2C(=O)N(C3CCCCC3)CC(=O)N2CCC)cc1OC (stereo unspecified)	-7	2	-6	11	4	8	3	-9	-6	-13	1
CCOC(=O)C1=C(COC(=O)c2ccccc2OC(F)F)NC(=O)NC1C (stereo unspecified)	-2	12	-1	-8	-10	22	-17	7	-5	-9	17
O=C(O)C1=CCC=CC1C(=O)O (stereo unspecified)	-9	0	-14	20	-12	5	21	-20	5	-15	-8
CCOC(=O)C(C)NC(=O)Cn1ncc2c(=O)oc3ccc(C)cc3c21 (stereo unspecified)	6	1	-16	-24	-7	1	-11	-4	1	-2	4
CC(=O)Nc1ccc(N2C(=O)CSC2c2ccc([N+](=O)[O-])cc2)cc1 (stereo unspecified)	3	-14	-8	-35	-1	-8	-3	-27	-5	-9	-16
COc1ccc(CNC(=O)C[C@H]2C(=O)N(C3CCCCC3)C[C@@H]2Cc2ccccc2)cc1	10	2	-9	11	-14	-13	1	3	-5	-7	6
CCC(C)NC(=O)CSc1nnc(-c2ccc(Cl)cc2)n1N (stereo unspecified)	-8	5	13	3	-11	-5	5	-3	-1	3	10

Next section; the last three above are carried over.
SMILES	KKLEB cytotox	TROY signal inh	NR2F2 inh	SRC2 inh	NR5A2 inv ag	CF NFkB block	TWEAK-Fn14 inh	NCOA1 inh	LMP1 NFkB inh	C8 TRAIL sens	NCOA3 inh
CC(=O)Nc1ccc(N2C(=O)CSC2c2ccc([N+](=O)[O-])cc2)cc1 (stereo unspecified)	3	-14	-8	-35	-1	-8	-3	-27	-5	-9	-16
COc1ccc(CNC(=O)C[C@H]2C(=O)N(C3CCCCC3)C[C@@H]2Cc2ccccc2)cc1	10	2	-9	11	-14	-13	1	3	-5	-7	6
CCC(C)NC(=O)CSc1nnc(-c2ccc(Cl)cc2)n1N (stereo unspecified)	-8	5	13	3	-11	-5	5	-3	-1	3	10
Cc1sc2nc(CSCC(=O)N3CC(C)OC(C)C3)[nH]c(=O)c2c1C (stereo unspecified)	3	8	-5	0	-2	2	1	13	-4	-5	15
Cn1c(-c2ccc(F)cc2)cnc1SCC(=O)Nc1ccccc1	6	-2	16	-11	9	-3	5	-6	-11	-1	15
O=S(=O)(O/N=C1\CCCc2ccccc21)c1ccccc1	2	-1	10	0	7	7	-2	-7	8	-6	13
CCCNC(=O)c1cc(C2CCCN(C(=O)C3CC3)C2)on1 (stereo unspecified)	-3	-10	-3	-56	-73	-24	12	-80	.	5	-33
Clc1cc(Br)ccc1OCCn1ccnc1	2	-1	3	-3	16	9	-4	-60	4	-21	10
O=C(CSc1nc2ccccc2c(=O)n1NC(=O)c1ccccc1)c1ccccc1	7	23	-40	-31	-161	-7	7	-85	-9	-23	-70
COc1ccccc1N1CCN(C(=O)CSc2nc(N)cc(=O)[nH]2)CC1	8	24	17	-2	9	5	4	15	6	-18	-3
NCC(O)COCCC12CC3CC(CC(C3)C1)C2 (stereo unspecified)	-4	1	9	2	-11	10	6	-2	3	1	16
Cc1nnc(SCC(=O)N2CCN(C(=O)c3ccco3)CC2)n1C	-1	15	-12	-10	-10	18	-2	-15	20	18	14
Cn1c(SCC(=O)NC2CCCc3ccccc32)nnc1C1CC1 (stereo unspecified)	26	-21	0	5	-14	0	0	-2	-7	-8	-13
Clc1cccc(-c2nnc3n2CCCCC3)c1	9	1	-12	14	10	4	3	4	-4	1	13
COc1cccc(CNC(=S)NC2CC2)c1	2	19	-7	-5	2	22	-14	-3	13	-4	-1
CCOc1ccc(S(=O)(=O)N2CCCCC2)cc1NC(=O)C1CSC2(C)CCC(=O)N12 (stereo unspecified)	4	-3	-5	-23	6	5	8	-9	8	-18	-28
CN1CCN(C(=S)NCCc2ccccc2)CC1	-4	-46	-4	-33	-15	-1	-3	-24	-6	-9	-29
COc1ccc(CCNC(=O)C(=O)NCC2OCCN2S(=O)(=O)c2ccc(Br)cc2)cc1 (stereo unspecified)	2	-12	-2	2	0	10	12	-8	-1	6	13
CCOC(=O)c1cnc2c(cnn2C)c1NCCCN(C)C	0	-4	-7	-17	24	-17	-15	1	-3	3	-8
CCOc1ccc(N2Cc3ccccc3C2)cc1	8	-37	-47	-37	0	4	-16	-78	-14	17	-40
Oc1ccc2c(c1)oc1cc(O)ccc12	0	-33	-19	-34	-43	19	8	-22	-34	-1	-30
O=C(CSc1ccc(-c2ccc(Cl)cc2)nn1)Nc1ccc2c(c1)OCCO2	8	62*	7	-8	6	-22	29	-31	-7	24	4
O=C(c1ccc(Br)cc1)N1CCN(S(=O)(=O)c2ccccc2)CC1	1	6	-10	5	-1	-17	2	18	1	-4	5
CC(=O)N1c2ccc(S(=O)(=O)N3CCCC3C(=O)Nc3ccc(C)cc3)cc2CC1C (stereo unspecified)	19	-1	-19	-5	-5	-3	17	-48	3	-17	2
CC(C)Cn1c(N)c(C(=O)CSc2ccc3c(c2)OCCO3)c(=O)n(C)c1=O	-12	50	28	9	10	45	69*	33	39	31	44
Cc1cccc(C)c1NC(=O)CSCC(=O)O	-6	11	11	5	-1	7	-16	1	2	-3	-5
C=CCNC(=O)c1ccc(N(CC=C)S(C)(=O)=O)cc1	2	10	2	23	-13	5	-16	6	3	14	8
CCCc1cc(C(=O)N(C2CCCCC2)C2CCCCC2)no1	6	-6	1	-4	0	0	-4	-5	-5	-13	6
COc1ccccc1CNC(=O)C(CCSC)NC(=O)C1CCC(C)CC1 (stereo unspecified)	-9	17	-3	4	15	1	-6	-30	4	6	16
OCc1n[nH]c(CO)n1	6	6	-3	-13	0	2	13	15	4	-1	23
Cn1c(SCC(=O)N/N=C/C=C\c2ccccc2[N+](=O)[O-])nc2ccccc21	5	15	1	7	18	-6	-9	-9	4	-1	-3
O=C(NCCc1nc2ccccc2[nH]1)Nc1ccccc1	7	-11	-24	6	-16	-9	-9	-10	-2	-6	18
Cc1c(C2(O)CCCCC2)[nH]c2ccc(C#N)cc12	-8	-17	-5	-5	-12	7	9	-1	3	4	17
CCN(CC)CCN(Cc1cc2cc3c(cc2[nH]c1=O)OCO3)C(=S)NCc1ccco1	-12	-5	16	-10	-4	8	8	-7	1	3	5
O=C(CSc1nc2ccccc2c(=O)n1CC1CCCO1)NCC1CCCO1 (stereo unspecified)	-2	-3	3	15	-1	5	-17	-5	3	-2	1
Cc1ccc(C)c(S(=O)(=O)N2CCCOC2CNC(=O)C(=O)NCCc2ccco2)c1 (stereo unspecified)	-10	-2	8	4	-7	-23	-7	-28	-5	-7	7
